RTF Ca sens act: increases calcium sensitivity of human cardiac regulated thin filaments; activation, % at 7.2 µM; 340,000 compounds, 0.24% hits; IANBD-labeled TnC RTF fluorescence at EC20 calcium; 0% EC20 calcium, 100% full calcium;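 active means activation above the mean over all tested compounds plus 3 SD, cut at about 30% in these data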;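 further: rise in fluorescence read as greater calcium sensitivity of cardiac thin filaments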
dFosB activator: activators of mouse delta FosB homodimer. P13346. purified delta FosB, TAMRA-CDK5 oligo fluorescence polarization; percent of positive-control signal above neutral wells. activation, % at 25 µM. 340,000 compounds, 0.99% hits. AID 493131;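 active means mean activation above about 17%, with every replicate also reaching it, limit read from the data, passing the limit was not always enough; inconclusive means only one of the two conditions met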;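 further: fluorescence polarization rise as delta FosB binds a TAMRA Cdk5 AP-1 oligo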
Target sequence (P13346 whole entry, looked up): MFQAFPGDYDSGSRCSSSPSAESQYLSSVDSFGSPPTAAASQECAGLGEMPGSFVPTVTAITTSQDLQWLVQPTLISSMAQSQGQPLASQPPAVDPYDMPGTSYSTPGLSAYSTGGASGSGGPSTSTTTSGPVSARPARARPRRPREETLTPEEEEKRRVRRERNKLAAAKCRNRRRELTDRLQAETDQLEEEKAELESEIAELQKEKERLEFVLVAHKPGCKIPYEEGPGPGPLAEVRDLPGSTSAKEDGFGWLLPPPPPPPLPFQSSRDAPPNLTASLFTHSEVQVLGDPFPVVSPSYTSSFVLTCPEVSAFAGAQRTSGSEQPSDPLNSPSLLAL
MITF TRPM1 HTS: increases MITF-driven TRPM1 promoter luciferase signal | AID 588334 | activation, % at 12.5 µM | SK-MEL-5 TRPM1-promoter luciferase, 24 h; % of positive control, neutral wells = 0 | 300,000 compounds, 0.75% hits;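 active means mean activation of at least 80% with every replicate also reaching 80%; inconclusive means mean reaches 80% but some replicate falls short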;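 further: 0% = neutral control wells and 100% = parthenolide positive control wells; values of inactives mirror those of a sister screen read the other way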
V-ATPase pH: regulators of yeast V-ATPase proton transport; S. cerevisiae, pHLuorin cytosolic pH fluorescence; response, % at 10 µM; 350,000 compounds, 0.37% hits; AID 504577; in the data active means response mostly above about 7.3%, no sharp cut-off; inactive means mostly below about 5.4%; further: actives read high; inactives centre near 0; some compounds called inactive have numbers as strong as hits; reference of the scale not given here
Wnt bcat act: Wnt/beta-catenin pathway activation; Wnt/beta-catenin reporter cell assay, activator, plate reader; activation, % at 9.35 µM; 300,000 compounds, 1.2% hits; AID 743398; in the data active means activation above about 30%, passing the limit was not always enough; inconclusive means no clear call, values can overlap the other calls;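 further: 0% = neutral control wells and 100% = positive control wells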
CAL PDZ FP-1: inhibitors of human CAL PDZ peptide binding; Q9HD26; purified CAL PDZ, TMR-peptide fluorescence polarization, 1 h; inhibition, % at 24.9 µM; 300,000 compounds, 0.92% hits; AID 602252;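 active means mean inhibition of at least 30% with at least half of replicates also reaching 30%; inconclusive means no clear call, values can overlap the other calls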;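 further: 0% = DMSO neutral control and 100% = excess unlabeled competitor peptide PRC23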
Rtt109 HAT inh: C. albicans Rtt109 histone acetyltransferase inhibition. Q5AAJ8. purified Rtt109/Vps75, ThioGlo CoA-SH fluorescence, 4 h. inhibition, % at 34.9 µM. 330,000 compounds, 0.16% hits. AID 540336;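 active means inhibition of at least 50% in every replicate; inconclusive means best replicate reaches 50% inhibition but some replicates fall short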
Target sequence (Q5AAJ8 whole entry, looked up): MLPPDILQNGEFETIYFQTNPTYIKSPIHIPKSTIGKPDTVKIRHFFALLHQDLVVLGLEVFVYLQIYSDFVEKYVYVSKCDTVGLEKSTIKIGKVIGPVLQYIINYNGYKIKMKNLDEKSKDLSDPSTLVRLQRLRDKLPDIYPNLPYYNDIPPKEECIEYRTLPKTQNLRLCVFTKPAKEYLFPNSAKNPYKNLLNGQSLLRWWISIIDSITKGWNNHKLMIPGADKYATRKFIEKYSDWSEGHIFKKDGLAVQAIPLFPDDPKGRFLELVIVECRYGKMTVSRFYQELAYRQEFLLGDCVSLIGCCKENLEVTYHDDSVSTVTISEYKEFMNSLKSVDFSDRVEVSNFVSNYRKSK
CDK5 inh: inhibitors of human CDK5/p35 kinase | Q00535+Q15078 | Recombinant CDK5/p35, ADP-Glo luminescence, 60 min | inhibition, % at 10 µM | 330,000 compounds, 0.01% hits;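 active means highest replicate inhibition of at least 50% and at least 75% of replicates reaching 50%; inconclusive means only one of the two criteria met; inactive means both criteria failed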;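 further: plate controls were DMSO neutral control for no effect and GW8510 at 10 µM for full effect; many of its hits are not listed in these tables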
Tat transport: inhibitors of E. coli Tat protein transport; 340,000 compounds, 0.036% hits; E. coli MC4100 TorA-mCherry Tat export, fluorescence; inhibition, % at 10 µM;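 active means mean replicate inhibition at least 50% and at least half of replicates individually reaching 50%; inconclusive means only one of the two criteria met; inactive means neither criterion met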;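 further: exported cargo escapes ClpAP degradation while cytoplasmic cargo is degraded and loses fluorescence; 0% = median of neutral control wells and 100% = median of NaSCN control wells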
CAL PDZ FP-2: human CAL PDZ-peptide interaction inhibition; purified CAL PDZ, TMR-peptide fluorescence polarization, 1 h; 330,000 compounds, 0.02% hits; AID 504414; inhibition, % at 20 µM;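 active means highest replicate inhibition of at least 40%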;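 further: plate controls were DMSO neutral control wells for no effect and unlabeled competitor peptide control wells for full effect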
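System: purified tagged CAL PDZ domain construct (CerCALP). Schedule: 1 h incubation at room temperature before polarization reading. Medium: 25 mM sodium phosphate pH 7.4, 150 mM NaCl, TCEP, IgG, Thesit. Read-out: percent inhibition from loss of millipolarization. Measured by: FP readout, S and P plane fluorescence. Probe or stimulus: fluorescent TMR peptide probe.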
An asterisk follows results filed as active; ? = inconclusive; · = no result given.

SMILES	RTF Ca sens act	dFosB activator	MITF TRPM1 HTS	V-ATPase pH	Wnt bcat act	CAL PDZ FP-1	Rtt109 HAT inh	CDK5 inh	Tat transport	CAL PDZ FP-2
O=[N+]([O-])c1ccc(COc2cccc3cccnc23)cc1	0	-2	93*	0	13	-1	-17	0.0	5	-1.0
C=CCn1c(CCNC(=O)c2ccccc2F)nnc1SCC(=O)Nc1ccc(OC)cc1	-1	-4	-5	4	-1	1	-5	-0.3	12	-1.1
CCN(C(=O)CN1C(=O)NC(CCSC)C1=O)C1CCS(=O)(=O)C1 (stereo unspecified)	-6	5	4	-3	-2	-1	1	-0.1	7	-0.2
COc1ccc(-c2ccc(-c3noc(C)n3)c(OC)n2)cc1	1	-9	91*	2	·	·	3	-1.4	-3	-1.8
CCC(=O)Nc1cccc(C2=NOC3(C2)C[C@@H](C(N)=O)N(C(=O)c2ccccc2C(=O)c2ccccc2)C3)c1 (stereo partly specified)	-12	-8	8	9	-5	22	1	-0.3	12	-1.9
C[C@@H]1O[C@@H]1P(=O)(O)O	3	-1	4	-6	1	-7	-1	0.8	?	-0.4
OC(COCCC12CC3CC(CC(C3)C1)C2)CN1CCCC1 (stereo unspecified)	10	-3	7	-1	-2	-2	17	0.0	9	-0.4
CCOc1cc(-c2nnn(CC(=O)N3CCCCC3)n2)ccc1OC	1	1	-5	-1	1	·	-1	-0.8	4	-0.6
CN(c1ccccc1)S(=O)(=O)c1cccc(C(=O)NC2CCCC2)c1	0	-1	1	-2	-3	·	1	-0.1	7	-0.5
CCNC(=O)NC1c2ccccc2CSc2ccccc21 (stereo unspecified)	0	7	·	-3	-2	-6	0	1.4	-5	0.6
COc1ccc2c(=O)c(C(=O)NCCc3ccc(OC)c(OC)c3)c[nH]c2c1	-7	-14	·	-11	·	-6	23	1.1	4	·
CCOc1cc(C(N)=O)cc(Cl)c1OCc1ccccc1	-1	-6	3	-1	-1	·	0	-0.6	4	-0.4
Cc1cccc(NC(=O)CSc2nc3c(c(=O)[nH]2)CCCC3)c1C	5	-4	1	-5	-6	0	-17	0.7	-1	-1.9
CC1(c2ccccc2)NC(=O)N(CC(=O)NC(=O)NCc2ccco2)C1=O (stereo unspecified)	-4	0	-1	0	·	·	0	-0.4	9	-0.2
CC(OC(=O)c1ccccn1)C(=O)Nc1nc(-c2ccc(F)c(F)c2)cs1 (stereo unspecified)	1	-8	71	-1	5	-4	16	1.5	2	-1.8
COCCNC(=O)C(OC(=O)c1ccco1)c1ccccc1F (stereo unspecified)	1	-12	·	-1	-1	·	4	1.4	-10	-2.4
CN1C(=O)CSc2ccc(NC(=O)N3CCOCC3)cc21	-2	-1	-1	-1	-2	-2	-1	0.0	-7	-0.1
COc1ccccc1NS(=O)(=O)c1cc([N+](=O)[O-])ccc1N/N=C/c1c[nH]c2ccccc12	12	6	·	2	-6	-3	7	-1.0	7	0.4
CCC(C)Cn1cnc2c(SCc3ccccc3F)nc(N)nc21 (stereo unspecified)	3	-2	36	0	20	1	1	2.2	31	0.2
NS(=O)(=O)c1ccc(NC(=S)N2CCC(Cc3ccccc3)CC2)cc1	-5	0	-1	-3	1	-2	-3	-1.4	1	-0.8
Cc1cc(=O)oc2cc(OC(C)C(=O)NCCc3ccc(S(N)(=O)=O)cc3)ccc12 (stereo unspecified)	0	-3	2	-3	-3	0	-3	·	-7	-2.3
CCOC(=O)c1c(NC(=O)c2cc(C)oc2C)sc(C(=O)Nc2ccc(Cl)cc2)c1C	-9	-1	75	4	42*	-2	-7	0.8	5	-0.4
NC(=O)C1(N2CCCCC2)CCN(CC(=O)Nc2ccc(Oc3ccccc3)cc2)CC1	-1	-6	-9	-1	·	·	16	-1.0	-2	-1.3
CS(=O)(=O)N(Cc1ccc(Cl)cc1)c1ccc(C(=O)Nc2cccnc2)cc1	-6	-13	·	-6	·	-2	·	-0.5	-3	-2.6
CC(C)Oc1ccc(CNC(=O)CC(c2ccccc2)c2cc(Cl)ccc2O)cc1 (stereo unspecified)	-1	-15	-18	2	·	3	-19	-3.3	14	·
COc1ccc(S(=O)(=O)N2CCOC2CNC(=O)C(=O)NCC(C)C)cc1 (stereo unspecified)	-8	-10	-7	-4	0	-1	-1	1.2	-4	-2.5
CN(C)/C=N/c1cnc(C(=O)c2ccc(Cl)cc2)n1C	-5	-7	?	0	·	-3	36	1.5	-10	·
Cc1[nH]c2ccccc2c1C(=O)CN1CCSCC1	-1	2	-10	-4	·	2	-3	1.6	-10	-2.3
CC(C(=O)Nc1ccccc1)N1CCN(C(=O)c2ccco2)CC1 (stereo unspecified)	3	-4	2	6	0	·	1	-0.1	0	-3.1
Cc1nnc(SCC(N)=O)n1CC1CCCO1 (stereo unspecified)	-4	-3	-2	5	-6	-5	-21	0.7	-2	-0.7
CC1(C)C2CCC(C2)C1(C)NC(=O)CN1CCOCC1 (stereo unspecified)	-3	-3	-7	-6	·	-17	-14	0.7	8	-1.4
O=C(Cc1c(C(=O)O)[nH]c2ccccc12)NCCN1CCN(c2ccccc2F)CC1	1	3	-12	1	-6	-4	-3	-0.7	10	-0.4
COCCCN1C(=O)C(=O)/C(=C(/O)c2ccc(C)cc2)C1c1ccccc1 (stereo unspecified)	1	5	-5	-2	·	5	-6	-4.6	-16	-1.3
COc1ccc(C2CC(c3cccs3)=NN2C(=O)CCC(=O)O)cc1OC (stereo unspecified)	-3	-2	-4	6	-1	-5	2	0.6	2	-2.3
COc1ccc2[nH]c3c(c2c1)CCN1C(=O)C(CC(=O)NCc2ccco2)C[C@H](C(=O)N2CCOCC2)[C@@]31CCC1CCCC1 (stereo partly specified)	-1	-18	-6	0	-2	2	-2	0.3	-10	1.1
Cc1cccc(C(=O)NCCNC(=O)c2cnccn2)c1	8	5	-3	4	-1	·	-8	-0.2	4	-0.7
NCCCCCNC(=O)c1nc[nH]c1C(=O)NCC(=O)OCc1ccccc1	0	-13	-9	1	1	0	17	0.2	4	-0.3
O=C(N[C@@H](Cc1ccccc1)C(=O)O)c1c(F)c(F)c(F)c(F)c1F	8	-3	4	4	4	-3	-5	-0.3	0	-0.6
Cc1ccc(C)n1-c1ccc(C(=O)/C=C/N(C)C)cc1	4	-14	4	0	0	11	18	1.5	1	-0.4
COc1ccc(S(=O)(=O)N2CCC(C(=O)NC3CCCCC3C)CC2)cc1 (stereo unspecified)	-2	-2	13	1	-2	1	-2	0.3	-6	-3.6
COCCCn1c(SCC(=O)n2c(C)c(C)c3ccccc32)nnc1-c1ccoc1C	5	-10	-18	-3	-4	-4	1	-0.2	-2	-2.3
CCOC(=O)C1CCN(CCC(=O)Nc2ccc(C)c(C)c2)CC1	6	1	10	-1	46*	-4	-4	0.7	3	-0.3
COc1ccc(S(=O)(=O)N(C)C)cc1NC(=O)c1ccc(OCC(=O)N2CCOCC2)c(OC)c1	1	-11	1	2	0	-4	8	1.1	16	-0.1
Cc1[nH]n(-c2ccccc2)c(=O)c1N=O	0	1	-24	-2	2	-1	3	-0.5	-10	0.7
COc1ccc(NC(=O)c2c(NC(=O)CNCc3ccco3)sc3c2CCC3)cc1	3	8	-15	6	0	-2	-5	3.4	3	·
COc1ccc(Cl)cc1C(=O)NNC(=O)C1CCCO1 (stereo unspecified)	-2	5	-7	-3	2	-2	4	2.0	-7	-0.6
Cc1ccc(NC(=O)CN2C(=O)S/C(=C\c3cccn3C)C2=O)cc1	-3	-1	8	2	-1	-4	1	2.7	-1	-0.6
CN1CCN(/N=C/c2c3ccccc3c(Cl)c3ccccc23)CC1	9	5	14	-1	-3	0	7	-0.3	12	-1.3
Cc1ccc2nc(NC(=O)CCNS(=O)(=O)c3cccs3)sc2c1	3	12	46	-3	12	-4	1	1.6	-2	-5.2
O=C(CCC1COc2ccccc2O1)Nc1cccnc1 (stereo unspecified)	7	-3	-8	2	·	·	6	-4.2	0	-1.1
CC(C)C1CC(CCN2CCCCC2)(c2ccccc2)CCO1 (stereo unspecified)	-4	-1	-3	-1	0	-6	1	0.9	-3	0.2
COCc1nnc(SCC(=O)Nc2cccc(Cl)c2C)n1-c1ccccc1	9	-4	1	·	·	0	-10	2.1	-12	-1.4
COc1ccccc1N1CCN(CCCNC(=O)Nc2ccccc2)CC1	-5	-5	12	3	0	1	8	0.3	3	-0.8
CN(Cc1ccccn1)Cc1nc(-c2ccc(Cl)cc2)no1	-1	-7	5	0	5	-1	6	-5.5	-1	-0.2
COc1ccc(CN(C)C(=O)c2ccc(NC(=O)CC3SC(N4CCCCC4)=NC3=O)cc2)c(OC)c1 (stereo unspecified)	-7	-7	2	0	9	-3	14	-1.7	-3	-1.2
CCCCN(CC)CCNC(=O)c1cc2c(=O)[nH]c3ccc(C)cc3c2s1	-1	-46	10	-2	0	-5	7	1.2	-3	-5.9
NC(=O)CCc1nc2cc(C(F)(F)F)ccc2n(Cc2ccccc2)c1=O	-5	-14	3	0	-2	-5	-3	-1.9	0	-6.0
CCOC(=O)c1c(C)[nH]c(C(=O)COC(=O)CNC(=O)c2ccc(Cl)cc2Cl)c1C	-7	5	-4	-2	-2	-2	-4	-1.8	13	-2.7
CCOc1cc(NC(=S)NCc2ccco2)c(OCC)cc1NC(=O)c1ccco1	4	-4	-9	0	-1	·	7	0.6	-8	-0.6
CC(=O)N1CC(C)Sc2ccc(S(=O)(=O)NCc3ccc(Cl)cc3)cc21 (stereo unspecified)	-1	-16	-13	1	-3	-3	-14	-0.5	2	-1.6
Additional results.
SMILES	RTF Ca sens act	dFosB activator	MITF TRPM1 HTS	V-ATPase pH	Wnt bcat act	CAL PDZ FP-1	Rtt109 HAT inh	CDK5 inh	Tat transport	CAL PDZ FP-2
CCOC(=O)c1[nH]ncc1CN1CCCC(C(=O)c2ccc(C(C)(C)C)cc2)C1 (stereo unspecified)	2	-13	-6	0	-1	4	-2	0.8	0	-4.6
COc1ccc(CNC(=O)C(c2ccncc2)N(C(=O)Cc2cccs2)c2cccnc2)cc1 (stereo unspecified)	-1	-5	3	0	3	13	-4	-3.4	-8	0.7
CC(=O)c1cccc(NC(=O)/C(=C\c2ccco2)NC(=O)c2cccs2)c1	-6	-4	-7	-1	-4	-7	6	-0.9	7	-1.7
CC1Cc2cc(/C(O)=C3/C(=O)C(=O)N(CCCn4ccnc4)C3c3cccnc3)ccc2O1 (stereo unspecified)	-1	7	-2	5	-3	·	0	4.6	10	0.3
O=C(CCc1ccccc1)Nc1ccccc1C(=O)N1CCOCC1	0	5	-3	-4	0	-6	35	0.8	1	-0.1

Compound activity from PubChem.
